# High-throughput results: PubChem, National Center for Advancing Translational Sciences (NCATS)
# IL2 activator = qHTS of IL-2 Activators; activation, % (series mostly up to about 46 µM); 0.065% of 360,000 active; AID 652025, 2013; IL-2 activation reporter assay, cell-based qHTS; stimulated with anti-CD3/CD4/CD28 beads; in transgenic mouse T cells; in the data active = activation above about 50%; inconclusive = mostly about 30% to 49%; also: 0% is about no effect
#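 Readout is EGFP and DsRed signal by fluorescent plate cytometry after 18 h at 37 degrees C. Transgenic mouse T cells (750/well) received compound for 60 min before bead stimulation (anti-CD3, anti-CD4, anti-CD28); memory T cells served as non-tolerant control.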
# PLK1 PBD inh = qHTS for Inhibitors of PLK1-PDB (polo-like kinase 1 - polo-box domain): Primary Screen; Serine/threonine-protein kinase PLK1 (Homo sapiens), P53350; Plk1 PBD binding of FITC phosphopeptide, fluorescence polarization; Potency, µM, inactives show max response, negative = inhibition, actives largely listed as inhibitors; 2.8% of 360,000 active; AID 720504, 2013; also: potency is read from the fitted curve at half-maximal effect; series mostly up to about 57 µM; % is scaled to controls: 0 for no effect and ±100 for the full control effect; nearly all actives have a fitted effect of over 65% in size
# PI5P4Ka inh = qHTS for Inhibitors of phosphatidylinositol 5-phosphate 4-kinase (PI5P4K) | Phosphatidylinositol 5-phosphate 4-kinase type-2 alpha (Homo sapiens), P48426 | PI5P4Kalpha enzyme, ADP-Glo luminescence, 60 min; hits give low values | max response, % | 1.2% of 330,000 active; active = max response of -50% or lower; inconclusive = between -30% and -50%; inactive = -30% or higher; also: value at the top dose of about 77 µM; % is scaled to controls: 0 for no effect and ±100 for the full control effect
#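 PI5P4Kalpha ADP-Glo assay; 5 microM ATP final; 60 min RT reaction; HEPES pH 7.4/EGTA/CHAPS, 5% DMSO; controls lacking substrate or enzyme; luminescent end-point.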
# EPAC1 antagonist = qHTS for Antagonist of cAMP-regulated guanine nucleotide exchange factor 3 (EPAC1): primary screen. EPAC1 GEF assay, Rap1b-BODIPY-GDP exchange fluorescence. 0.14% of 360,000 active. Potency, µM (doses to about 115 µM), for the others: top-dose activity change, negative = inhibition, actives largely listed as inhibitors. AID 720709, 2013;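 also: potency is read from the fitted curve at half-maximal effect; plate controls were vehicle for no effect and positive control for full effect; nearly all actives have a fitted effect of over 50% in size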
# GLP1R cytotox = qHTS of GLP-1 Receptor Inverse Agonists: Cytotox Screen | HEK293 cAMP-luciferase reporter cells, luminescence, 24 h | Potency, µM (top dose mostly 38.3 µM), inactives show top-dose activity change, negative = inhibition, usual class: inhibitors | 0.13% of 410,000 active;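 also: loss of luciferase light is scored as toxicity; potency is read from the fitted curve at half-maximal effect; % is scaled to controls: 0 for no effect and ±100 for the full control effect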
#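 A 23 nL compound transfer followed 12 hours of cell culture at 37 deg C; exposure then lasted 24 hr. Luciferase assay detection reagent was dispensed and plates read for luminescence after a 12 min room-temperature wait.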
# GLP1R ag = qHTS of GLP-1 Receptor Agonists; AID 624172, 2012; 0.007% of 380,000 active; Potency, µM (highest dose often 45.6 µM), for inactives: at the highest dose activation, usual class: activators; HEK293 GLP-1R CRE-luciferase, luminescence, 4-6 h; cells express a hypersensitive GLP-1R form; Glucagon-like peptide 1 receptor (Homo sapiens), P43220; also: potency is read from the fitted curve at half-maximal effect; % of control where 0% means no effect
# Target sequence (P43220 whole entry, looked up): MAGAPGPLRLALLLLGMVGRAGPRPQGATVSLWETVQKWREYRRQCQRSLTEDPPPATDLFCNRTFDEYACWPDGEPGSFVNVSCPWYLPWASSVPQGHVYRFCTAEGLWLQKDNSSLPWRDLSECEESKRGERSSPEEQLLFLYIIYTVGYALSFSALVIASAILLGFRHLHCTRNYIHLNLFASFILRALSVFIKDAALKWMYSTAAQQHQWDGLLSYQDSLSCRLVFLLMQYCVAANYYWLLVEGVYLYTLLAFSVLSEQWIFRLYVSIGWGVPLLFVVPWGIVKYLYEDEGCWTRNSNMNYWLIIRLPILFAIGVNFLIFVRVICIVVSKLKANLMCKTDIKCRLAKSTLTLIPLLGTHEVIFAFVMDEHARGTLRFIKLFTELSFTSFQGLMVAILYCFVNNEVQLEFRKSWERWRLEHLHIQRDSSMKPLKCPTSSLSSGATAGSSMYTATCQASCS
# PTHR1 ag = qHTS for PTHR1 Agonists: Primary Screen. Parathyroid hormone/parathyroid hormone-related peptide receptor (Homo sapiens), Q03431. HEK293 GP2 PTHR1 cells, GloSensor cAMP luminescence, 1 h. Potency, µM (titrated, usually from 115 µM), for inactives: top-dose activation, actives largely listed as activators. 0.075% of 410,000 active. AID 743266, 2014; also: potency is read from the fitted curve at half-maximal effect; nearly all actives have a fitted effect of over 55% in size; some results filed as inactive show a strong effect at the top dose; inactives centre near -15; many of its hits are not listed in these tables
# Target sequence (Q03431 whole entry, looked up): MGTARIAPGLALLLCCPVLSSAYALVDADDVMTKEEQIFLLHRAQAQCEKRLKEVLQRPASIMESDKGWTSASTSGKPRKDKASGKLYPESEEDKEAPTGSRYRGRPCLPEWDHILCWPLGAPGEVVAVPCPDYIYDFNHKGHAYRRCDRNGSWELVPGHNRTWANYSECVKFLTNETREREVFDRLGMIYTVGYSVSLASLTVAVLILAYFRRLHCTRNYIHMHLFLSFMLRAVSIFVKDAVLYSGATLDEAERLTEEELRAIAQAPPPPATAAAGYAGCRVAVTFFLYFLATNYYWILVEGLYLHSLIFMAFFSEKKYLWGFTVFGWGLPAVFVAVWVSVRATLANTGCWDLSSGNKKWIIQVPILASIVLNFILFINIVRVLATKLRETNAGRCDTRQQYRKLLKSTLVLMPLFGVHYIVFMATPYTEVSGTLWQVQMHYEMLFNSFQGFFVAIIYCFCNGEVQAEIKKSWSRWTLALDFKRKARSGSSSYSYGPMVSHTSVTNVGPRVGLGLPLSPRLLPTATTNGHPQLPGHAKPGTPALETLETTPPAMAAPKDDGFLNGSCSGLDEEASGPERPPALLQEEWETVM
#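 HEK-293-derived GP2 cells expressing PTHR1 and a GloSensor cAMP reporter, 3,000/well, plated overnight, given luciferin plus IBMX (each 0.5 mM as added) for 1 h at 37 °C, then compound for 1 h at 37 °C. Luminescence was read after 15 min at room temperature.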
# GLP1R inv ag = qHTS of GLP-1 Receptor Inverse Agonists (Inhibition Mode). Glucagon-like peptide 1 receptor (Homo sapiens), P43220. HEK293 GLP-1R CRE-luciferase, luminescence, 24 h; GLP-1R form is constitutively active. Potency, µM (doses to about 38.3 µM), inactives show at the highest dose activity change, negative = inhibition, most hits filed as inhibitors. 1.6% of 410,000 active. AID 624417, 2012; also: potency is read from the fitted curve at half-maximal effect; % is scaled to controls: 0 for no effect and ±100 for the full control effect; nearly all actives have a fitted effect of over 55% in size
#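 Stable HEK293 clone (constitutively active GLP-1R + cAMP-response luciferase); 200 cells/uL plated, 12 h pre-culture, compound 24 hr, 37 deg C/5% CO2; detection reagent 12 min RT; luminescence.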
# EPAC1 ag = qHTS for Agonist of cAMP-regulated guanine nucleotide exchange factor 3 (EPAC1): primary screen; EPAC1 agonist qHTS, biochemical assay; response scale: 100% = response to 6.5 mM cAMP; Rap guanine nucleotide exchange factor 3 (Homo sapiens), O95398; Potency, µM (top dose mostly 154 µM), without a hit: at the top dose activation, usual class: activators; 0.073% of 360,000 active; also: potency is read from the fitted curve at half-maximal effect; nearly all actives have a fitted effect of over 60% in size
#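 Multi-concentration qHTS readout: loss of Rap1B-bound BODIPY-GDP fluorescence driven by 100 nM EPAC1 with excess GDP (50 uM), monitored kinetically at room temperature; agonist response expressed relative to 6.5 mM cAMP.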
# Active calls of the source: *; i = inactive; ? = inconclusive; / = no result given; [ ] = remark or other dose. Unless noted, calls follow the shape of the dose curve; as a rule, active = well fitted curve in the direction sought with a large enough effect; inconclusive = small, poorly fitted or top-dose-only effect, or another doubt; inactive = no such curve, though single readings can be large; an effect the other way counts as inactive or inconclusive. Only part of the results is shown, so the mix of outcomes need not match the whole.
SMILES,IL2 activator,PLK1 PBD inh,PI5P4Ka inh,EPAC1 antagonist,GLP1R cytotox,GLP1R ag,PTHR1 ag,GLP1R inv ag,EPAC1 ag
COC(=O)c1cc(S(=O)(=O)N2CCN(c3ccccc3OC)CC2)cn1C,-1.4,-6.4%,10.6,-17.1%,-2.6%,0.9%,-52.3%[inhibitor],14.4%,9.1%
O=S(=O)(c1cc(-c2nnc(-c3ccc(Br)cc3)o2)ccc1Br)N1CCCCCC1,-1.7,-3.0%,1.7,-16.3%,47.5%[activator],1.6%,-49.0%[inhibitor],-12.4%,4.8%
Nc1nc2c(ncn2C2CCCC2)c(=O)[nH]1,0.4,0.8%,-4.2,-5.8%,4.9%,16.1%,-1.6%,35.4%[activator],13.1%
COc1cc(/C(=C/c2ccccc2)c2ccccc2)c2c(c1)oc1ccccc12,0.0,-13.6%,12.7,7.2%,19.3%,-5.8%,-31.5%[inhibitor],?,0.4%
OC1CCCN(CC(O)COC(c2ccc(F)cc2)c2ccc(F)cc2)C1 (configuration not stated),-0.2,-3.6%,1.4,15.3%,0.2%,7.7%,-5.4%,?,1.5%
COc1cccc(SCc2noc(C(=O)NCC3CCCO3)c2C(=O)O)c1 (configuration not stated),-0.6,-9.2%,-27.0,9.9%,9.4%,-3.9%,?,20.6%,-8.0%
CCOC(=O)C1CCCN(S(=O)(=O)c2ccc(-n3cnnn3)c(C)c2)C1 (configuration not stated),1.2,-6.4%,-0.4,-9.3%,-0.1%,3.4%,-6.4%,0.8%,-3.6%
Cc1ccccc1C(=O)Nc1ccc(C(=O)N/N=C/c2ccncc2)cc1,1.4,-10.5%,-2.7,1.5%,-0.1%[7.66 µM],0.3%,-64.1%[inhibitor],27.6%[7.66 µM],14.7%
C=CC[n+]1c(/C=C2\C=Cc3cc(C)ccc3N2CC)ccc2ccccc21,0.0,-2.1%,-11.9,-27.9%,-14.9%,-7.0%,-48.9%[inhibitor],?,-18.3%
CC1CCC(NC(=O)c2cccc(S(=O)(=O)N3CCOCC3)c2)CC1 (configuration not stated),-2.5,2.8%,0.1,22.4%,2.0%,4.7%,i,-6.8%,-1.1%
CC(=O)c1ccccc1NC(=O)COC(=O)CCCN1C(=O)c2cccc3cccc(c23)C1=O,1.3,-2.6%,0.7,0.0%,69.4%[activator],-3.9%,-5.1%,13.2%,-5.3%
O=C(NC1CCC(O)CC1)c1ccccc1OCc1ccc(F)cc1 (configuration not stated),-2.9,-0.1%,-0.1,-1.4%,-4.4%,5.1%,-13.8%,10.3%,-7.1%
COc1ccc(-c2cn3cccnc3n2)cc1NC(=O)C1CCCC1,0.2,-5.7%,/,-0.1%,-3.5%,-6.7%,-0.9%,-1.0%,6.1%
CN(C)Cc1c(OC(=O)c2ccc(N)cc2)ccc2ccccc12,-0.6,-19.8%,-2.9,4.9%,-16.3%,10.2%,i,?,5.0%
Cc1c(C(=O)NCc2ccco2)oc2ccc(Br)cc12,-3.9,-6.8%,-3.0,-2.4%,7.6%,28.0%,-32.9%,-20.4%,5.1%
CC(C)CCNC(=O)COC(=O)c1cc(Br)c(Br)s1,0.5,-3.4%,15.1,-11.6%,-1.6%,3.5%,i,-17.2%,1.1%
O=C(N/N=C\c1c(O)ccc2ccccc12)c1cncc(Br)c1,14.5,35.4%[activator],-17.4,-7.8%,267.1%[activator],5.3%,-19.6%,?,?
COc1ccc(C(=O)C(/C=N/O)=N/Nc2ccc(F)cc2)cc1,2.8,-7.8%,-10.7,-2.3%,-22.8%,18.2%,-11.5%,18.0%,4.7%
Cc1cc[n+](CC(=O)Nc2cccc(C)c2)cc1,-0.5,-16.3%,-1.3,?,3.5%,6.7%,-16.4%,-6.2%,0.5%
Cc1ccc(N2CC(C(=O)NCc3cccnc3)CC2=O)cc1 (configuration not stated),0.3,-0.5%,/,1.4%,7.6%,12.0%,0.7%[57.5 µM],3.6%,2.3%

# Profiles from above. Order of values: IL2 activator, PLK1 PBD inh, PI5P4Ka inh, EPAC1 antagonist, GLP1R cytotox, GLP1R ag, PTHR1 ag, GLP1R inv ag, EPAC1 ag
# Record of CN(C)Cc1c(OC(=O)c2ccc(N)cc2)ccc2ccccc12 : -0.6, -19.8%, -2.9, 4.9%, -16.3%, 10.2%, i, ?, 5.0%
# Record of Cc1cc[n+](CC(=O)Nc2cccc(C)c2)cc1 : -0.5, -16.3%, -1.3, ?, 3.5%, 6.7%, -16.4%, -6.2%, 0.5%
# Record of CC(C)CCNC(=O)COC(=O)c1cc(Br)c(Br)s1 : 0.5, -3.4%, 15.1, -11.6%, -1.6%, 3.5%, i, -17.2%, 1.1%

# Other structures follow:
SMILES,IL2 activator,PLK1 PBD inh,PI5P4Ka inh,EPAC1 antagonist,GLP1R cytotox,GLP1R ag,PTHR1 ag,GLP1R inv ag,EPAC1 ag
C=CCn1c(SCc2c(Cl)cccc2Cl)nnc1-c1cccnc1,-2.4,-18.3%,2.0,2.2%,-7.5%,7.5%,-15.4%[57.5 µM],0.0%,-5.1%
COc1ccc(OC)c(C(C)NC=O)c1 (configuration not stated),-1.9,-5.6%,/,8.0%,1.0%,-9.2%,-4.1%[57.5 µM],0.0%,5.3%
Cc1sc(NC(=O)CN(Cc2ccccc2)C(=O)C(C)C)c(C(N)=O)c1C,-2.3,-2.4%,3.0,-16.8%,0.2%,-3.2%,-5.6%,-18.6%,-0.3%
COc1ccc(S(=O)(=O)Nc2cccc(SC)c2)cc1OC,-2.1,0.5%,/,2.9%,-5.8%,8.3%,i,1.2%,8.6%
CCCOc1ccc(/C(O)=C2/C(=O)C(=O)N(CCN3CCOCC3)C2c2ccccc2)cc1 (configuration not stated),-0.8,-10.0%,2.6,-25.4%,6.6%,-0.9%,7.2%,1.4%,-4.5%
O=[N+]([O-])c1ccc(/C=N/NC2=NS(=O)(=O)c3ccccc32)cc1,2.1,-10.6%,-3.0,1.5%,4.8%,1.9%,-1.4%,1.1%,3.5%
Cc1cn([C@H]2C[C@H](O)[C@@H](/C=C/C(=O)NCCN3CCCCC3)O2)c(=O)[nH]c1=O,-0.2,-8.6%,7.3,-3.1%,1.4%,15.4%,i,10.3%,-8.4%
Cc1nc(N2CCN(C(=O)c3ccc(Cl)cc3)CC2)c(C#N)c2c1COC(C)(C)C2,-0.4,-4.6%,0.5,6.7%,-12.2%,-0.8%,-21.7%,?,-0.3%
O=C(NCCc1c[nH]c2ccccc12)c1cc2ccccc2oc1=O,-0.4,-15.7%,-13.3,3.3%,21.4%,8.6%,-12.5%,-11.5%,12.6%
CN1CCC(=NNC(=O)CSc2ccc(Cl)cc2)CC1,6.1,-12.5%,6.7,-28.7%,-3.3%,5.8%,i,2.5%,7.5%
O=C(Nc1ccc2c(c1)CCC2)Nc1ccc2c(c1)OCO2,-1.3,-4.4%,-8.9,-2.0%,6.5%,-2.8%,-19.1%,-9.2%,2.3%
Cc1ccc(NC(=S)NNC(=O)c2nn(C)cc2Cl)cc1,-2.0,-8.0%,-10.3,-12.3%,-20.1%,-10.1%,-7.4%,7.2%,-3.6%
CCCCNC(=O)C(NC(=O)c1cnccn1)C(=O)c1ccccc1 (configuration not stated),-0.8,-8.0%,-2.6,-1.8%,-5.0%,/,i,14.6%,6.4%
CCn1cc(Br)c(C(=O)Nc2ccc(Cl)cc2Cl)n1,-1.4,0.2%,15.7,14.4%,4.7%,10.8%,i,14.9%,3.2%
COc1cc(/C=C(\C#N)C(=O)N2CCOCC2)cc(Br)c1O,0.7,21.2µM*,-61.5*,-0.7%,22.2%,6.3%,i,-3.6%,12.4%
CC1CCCN(C(=O)C23CCC(C)(C(=O)C2)C3(C)C)C1 (configuration not stated),-3.5,-8.2%,/,9.5%,-0.5%,-2.2%,i,-6.5%,10.8%
O=C(Nc1nc2nccc(-c3ccccc3)n2n1)c1ccc(F)cc1,3.7,1.8%,5.3,4.0%,0.9%,-4.0%,i,2.0%,4.0%
CC(C)CCNC(=O)c1c(CSc2ccc(Cl)cc2)noc1C(=O)NCc1ccccc1,-0.7,-14.8%,12.7,-7.6%,-3.8%,-3.7%,-18.0%,?,-10.3%
COc1ccc(Cl)cc1NC(=S)N1CCCC1,1.2,-10.2%,0.5,-14.3%,8.5%,1.8%,-12.7%,12.3%,-1.4%
O=C(NNS(=O)(=O)c1ccc(Cl)cc1)c1cccc(S(=O)(=O)N2CCOCC2)c1,2.6,-5.6%,0.4,-2.9%,0.5%,1.0%,-10.9%,-5.8%,-1.8%
CC(C)C[C@H]1COc2cc(N3CCC[C@@H]3CO)ccc2S(=O)(=O)N1,0.0,3.4%,7.1,22.2%,-2.0%,-0.9%,-31.4%[inhibitor],-3.4%,-10.4%
COC(=O)c1ccc(C(=O)O)nc1,-1.6,-8.5%,0.7,-6.4%,-7.3%,5.0%,?,5.4%,-3.0%
Cc1cc(=O)oc2cc(NC(=S)NCc3cccnc3)ccc12,-0.6,-8.4%,-0.7,-21.5%,9.4%,22.2%,-17.9%,42.0%[activator],3.8%
CC1CCN(C(=O)COC(=O)c2nn(C)c(=O)c3ccccc23)CC1,-5.0,-1.7%,-3.6,-1.8%,-0.2%,-2.1%,i,7.8%,-23.9%
O=C(Nc1ccc(Br)cc1Br)c1cccc2c1C(=O)N(C1CCCCC1)C2,-3.3,-1.8%,14.5,-5.6%,-2.2%,0.6%,i,0.1%,19.9%
